CatB mix inh: inhibitors of human cathepsin B in compound mixtures; P07858; Purified cathepsin B, AMC dipeptide fluorescence; inhibition, %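 (ten-compound pools at 5 µM per compound and 50 µM total)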; 62,000 tested, 0.06% active; in the data active = inhibition above about 22%, passing the limit was not always enough;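 note: 0% = enzyme without compound and 100% = no enzyme blank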
D1 mod: allosteric modulators of human D1 dopamine receptor | P21728 | HEK293 D1, CRE-luciferase, dopamine EC30 potentiation; actives deviate in either direction | B-score at 10 µM | 58,000 tested, 5.9% active | AID 641;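 active = luminescence count or its row- and column-corrected plate score outside the 99.7% band of the plate's sample wells, on either side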
Target sequence (P21728 whole entry, looked up): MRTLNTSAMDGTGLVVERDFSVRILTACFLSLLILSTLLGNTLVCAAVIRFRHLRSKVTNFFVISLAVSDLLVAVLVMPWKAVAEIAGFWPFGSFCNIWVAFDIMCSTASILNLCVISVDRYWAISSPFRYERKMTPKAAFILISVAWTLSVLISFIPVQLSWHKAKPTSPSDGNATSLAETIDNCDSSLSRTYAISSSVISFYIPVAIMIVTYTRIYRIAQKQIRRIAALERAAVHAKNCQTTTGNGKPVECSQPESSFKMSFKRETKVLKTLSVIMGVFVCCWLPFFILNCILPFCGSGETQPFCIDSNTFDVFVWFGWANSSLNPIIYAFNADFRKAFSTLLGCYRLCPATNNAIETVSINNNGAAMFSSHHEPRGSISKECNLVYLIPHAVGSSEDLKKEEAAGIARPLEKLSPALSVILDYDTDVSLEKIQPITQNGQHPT
Cdc25B inh: human M-phase inducer phosphatase 2 inhibition. P30305. recombinant Cdc25B, OMFP fluorescence Ex485/Em525. inhibition, %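 (compounds tested at 10 µM final in the well)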. 65,000 tested, 0.1% active; in the data active = inhibition above about 50%
DUSP1 inh: inhibitors of human MKP-1 phosphatase. AID 374. 65,000 tested, 0.15% active. inhibition, %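 (compounds tested at a single concentration somewhere between 10 and 100 µM)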. recombinant MKP-1, OMFP hydrolysis fluorescence. P28562;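 active = inhibition above about 50%, limit read from the data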;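 note: 0% = DMSO max control wells and 100% = wells with enzyme stopped by NaOH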
Target sequence (P28562 whole entry, looked up): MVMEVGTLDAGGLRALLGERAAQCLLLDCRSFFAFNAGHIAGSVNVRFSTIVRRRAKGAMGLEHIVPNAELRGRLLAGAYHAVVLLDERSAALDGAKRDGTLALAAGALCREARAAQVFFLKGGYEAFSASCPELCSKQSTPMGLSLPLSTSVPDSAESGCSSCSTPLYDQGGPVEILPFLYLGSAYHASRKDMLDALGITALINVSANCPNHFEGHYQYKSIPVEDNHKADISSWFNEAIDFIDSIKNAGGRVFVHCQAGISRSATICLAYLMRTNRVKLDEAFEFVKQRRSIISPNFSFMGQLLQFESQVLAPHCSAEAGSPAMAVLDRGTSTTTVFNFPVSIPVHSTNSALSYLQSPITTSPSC
E coli RNAP: Escherichia coli RNA polymerase inhibition | P0A8V2 | E. coli RNA polymerase, fluorescence transcription assay | inhibition, %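 (tested at 10 µM)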 | 62,000 tested, 0.2% active | AID 559; in the data active = inhibition above about 20%;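 note: 0% = enzyme without compound and 100% = no enzyme blank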
Hsp90 block: displaces geldanamycin probe from tumor Hsp90 | 64,000 tested, 0.35% active | NCI-N417 lysate Hsp90, Cy3B-geldanamycin FP displacement | inhibition, % at 30 µM | P07900 | AID 429;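 active = inhibition above 50%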;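 note: 0% = tracer plus lysate wells and 100% = tracer alone without lysate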
tolC growth inh: E. coli tolC mutant growth inhibition; E. coli BW25113 tolC mutant growth, OD615; growth inhibition, % at 10 µM (by protocol); 65,000 tested, 2.2% active; AID 573;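 active = growth inhibition at or above a cutoff equal to the mean over every tested compound plus 3 SD, cut at about 60% in these data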;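 note: growth measured after 20 h incubation at 37 °C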
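signal = optical density read at 615 nm | test system = E. coli ΔtolC::kan strain BW25113 | timing = 20 h compound exposure of bacteria at 37 °C | buffer or medium = LB medium plus 50 µg/mL kanamycin | compound dosing = 10 µM final, single dose | evaluation = % inhibition of E. coli growth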
AP ELISA ortho: orthogonal test for alternative complement pathway inhibitors | Human serum alternative complement pathway, LPS-coated ELISA, C3 deposition; tested in compound mixtures | inhibition, % at 5 µM | 62,000 tested, 0.08% active;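 active = inhibition above 30% in each of the two pooled mixtures holding the compound, so the lower value exceeds 30%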;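 note: 0% = serum in Mg-EGTA without compound and 100% = EDTA serum blank; some compounds past the cut are filed as inactive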
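Test system – human serum alternative complement pathway, C3 deposition on LPS-coated wells · Buffer or medium – diluted human serum in Mg2+-EGTA GVB++ · Compound dosing – 5 µM each compound, pools of ten, 50 µM per pool · Schedule – 1 h serum-compound exposure at 37 °C · Measured by – Anti-C3 ELISA, OD 450 nm · Read-out basis – percent inhibition of C3 deposition onto LPS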
CatB block: blocks human cathepsin B protease activity | purified cathepsin B, fluorogenic substrate, fluorescence | inhibition, %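 (tested at 10 µM)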 | 63,000 tested, 0.1% active | AID 453; in the data active = inhibition above about 21%;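 note: 0% = enzyme with no compound and 100% = no enzyme blank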
* = called active by the depositor; . = no result given.

Value order: CatB mix inh, D1 mod, Cdc25B inh, DUSP1 inh, E coli RNAP, Hsp90 block, tolC growth inh, AP ELISA ortho, CatB block
1: Cc1ccc2cc(CN(Cc3cccs3)Cc3nnnn3C(C)(C)C)c3nnnn3c2c1
    -1, -0.012, -20, 10, ., 2, 15, -17, .
2: O=C1c2ccccc2C(=O)N1CCCCN1CCN(CCCCN2C(=O)c3ccccc3C2=O)CC1
    4, -1.4, -14, -3, 8, -2, -8, 8, -3
3: CSC1=C(C#N)C(C)C2=C(CC(C)(C)CC2=O)N1 (stereo not drawn)
    7, -1.7, 4, -5, 5, -1, 4, 4, -2
4: Cc1cccc2cc(CN(CCCO)C(=O)Nc3ccc(Cl)cc3)c(=O)[nH]c12
    0, 2, 0, 18, -4, -3, 24, 5, 0
5: COc1cc(C(=O)Nc2cccc(-c3nncn3C)c2)cc(OC)c1OC
    0, -0.43, 0, -4, 7, 0, -3, 4, 1
6: C=CCN(C(=O)Nc1ccc(Cl)cc1)C1CC(=O)N(c2ccc(OC)cc2)C1=O (stereo not drawn)
    4, ., -20, 6, 6, -4, 13, 20, 4
7: CCCCC(=O)Nc1ccc(C(=O)N2CCCC(C(=O)OCC)C2)cc1 (stereo not drawn)
    3, -0.78, -2, 0, 7, -6, -3, 14, -3
8: COc1cc(NS(=O)(=O)c2ccc(NC(=O)c3ccc(C)o3)cc2)nc(OC)n1
    50, -0.67, -7, 5, 10, -6, 13, 5, 5
9: COc1ccc(OCCC(=O)NCc2ccccc2)cc1
    7, 0.47, -23, 13, 10, -5, -4, 7, 3
10: O=C(O)C1C2C=CC3(CN(Cc4ccccn4)C(=O)C13)O2 (stereo not drawn)
    4, 0.16, 0, 22, 0, 1, 30, 19, -3
11: O=C(Cn1ncc2c(=O)oc3ccccc3c21)NCCC1=CCCCC1
    -3, -0.056, 4, 10, -6, 3, 7, -2, -1
12: O=C1CC(c2ccccc2)CN1S(=O)(=O)c1ccccc1 (stereo not drawn)
    1, ., 5, -6, 2, -4, 3, 22, 0
13: COCCNC(=O)c1c(N)n(CCCn2ccnc2)c2nc3ccccc3nc12
    -5, 1.9, 8, 7, -22, -9, ., 22, -8
14: O=C(C1=C(O)C(=O)N(CCCN2CCOCC2)C1c1ccccn1)c1cc2ccccc2o1 (stereo not drawn)
    ., ., 10, -19, -10, -1, -2, ., -3
15: CCOc1cc(-c2noc(CCCC(N)=O)n2)cc(Br)c1OC
    -3, 0.06, 3, -8, 10, -4, 3, 0, 0
16: CCOC(=O)C1CCCN(Cc2nc(N)nc(Nc3ccccc3OC)n2)C1 (stereo not drawn)
    4, -0.0012, -9, 14, 7, 0, 9, 10, -4
17: CCOC(=O)Cc1csc(SCC(=O)/C(C#N)=C(\C)N)n1
    4, -0.99, -8, 26, 8, -4, -12, 6, 2
18: O=C1C=C(N(CCO)CCO)C2(CCCCC2)O1
    2, -0.51, -2, 11, 11, -2, -12, -7, 7
19: Cc1cc(C(=O)Nc2nc3ccc(S(C)(=O)=O)cc3s2)c(C)o1
    1, -1.2, -14, 3, -9, -7, -4, -8, -2
20: Cc1ccc(S(=O)(=O)n2nc(-c3ccc(Cl)cc3)nc2NCc2ccco2)cc1
    3, 0.034, 2, 7, 3, 1, 14, 26, 1
21: CC1CCc2sc3nc(N4CCN(CCO)CC4)n4ncnc4c3c2C1 (stereo not drawn)
    3, 3.8, -15, 16, -4, ., 19, 16, -1
22: O=C(COC(=O)CSCC(=O)N1CCCCC1)Nc1ccc(Cl)cc1
    6, -0.34, -21, 20, 8, -3, -8, -4, 9
23: CC(c1ccccc1)C1CC(=O)N(CC(=O)O)C1=O (stereo not drawn)
    -3, -0.19, -3, 7, 12, -3, 6, 12, -3
24: O=C1CC(c2ccc(S(=O)(=O)N3CCN(c4ccccc4)CC3)cc2)CN1 (stereo not drawn)
    2, -0.69, -5, -13, 7, -4, -4, 0, 2
25: COc1ccc(CCN(C)CCN2C(=O)c3ccccc3C2=O)cc1OC
    -6, 0.82, -2, -9, 5, -5, -13, 25, 3
26: CCCCCn1c(SCCCC)nc2c1c(=O)[nH]c(=O)n2C
    4, 20*, 6, 12, 4, -2, 34, 4, 2
27: COc1c(C)cccc1C(=O)Nc1ccc(CN2CCOCC2)cc1
    3, -1.4, 2, 2, 2, -1, -6, 10, 1
28: c1ccc(CN2CCN(CCN3CCn4c3nc3ccccc34)CC2)cc1
    -1, 0.034, -7, -15, -2, 4, -16, 3, -2
29: Cn1c(=O)n(CC(=O)O)c(=O)c2c1nc1n2CCS1
    5, 5.7*, -16, 1, 11, -3, -11, -5, 8
30: Cc1ccc2nc(SCCC#N)nc(C)c2c1
    -7, 3.4, -2, 0, 3, -8, 0, -12, 0

Part of the list above in order of heavy-atom count, falling:
Value order: CatB mix inh, D1 mod, Cdc25B inh, DUSP1 inh, E coli RNAP, Hsp90 block, tolC growth inh, AP ELISA ortho, CatB block
6: C=CCN(C(=O)Nc1ccc(Cl)cc1)C1CC(=O)N(c2ccc(OC)cc2)C1=O (stereo not drawn)
    4, ., -20, 6, 6, -4, 13, 20, 4
28: c1ccc(CN2CCN(CCN3CCn4c3nc3ccccc34)CC2)cc1
    -1, 0.034, -7, -15, -2, 4, -16, 3, -2
26: CCCCCn1c(SCCCC)nc2c1c(=O)[nH]c(=O)n2C
    4, 20*, 6, 12, 4, -2, 34, 4, 2
9: COc1ccc(OCCC(=O)NCc2ccccc2)cc1
    7, 0.47, -23, 13, 10, -5, -4, 7, 3
18: O=C1C=C(N(CCO)CCO)C2(CCCCC2)O1
    2, -0.51, -2, 11, 11, -2, -12, -7, 7
30: Cc1ccc2nc(SCCC#N)nc(C)c2c1
    -7, 3.4, -2, 0, 3, -8, 0, -12, 0

Record cards (already shown):
`COCCNC(=O)c1c(N)n(CCCn2ccnc2)c2nc3ccccc3nc12` across the screens: CatB mix inh = -5; D1 mod = 1.9; Cdc25B inh = 8; DUSP1 inh = 7; E coli RNAP = -22; Hsp90 block = -9; tolC growth inh = .; AP ELISA ortho = 22; CatB block = -8
`Cc1ccc2nc(SCCC#N)nc(C)c2c1` across the screens: CatB mix inh = -7; D1 mod = 3.4; Cdc25B inh = -2; DUSP1 inh = 0; E coli RNAP = 3; Hsp90 block = -8; tolC growth inh = 0; AP ELISA ortho = -12; CatB block = 0

Other structures.
Value order: CatB mix inh, D1 mod, Cdc25B inh, DUSP1 inh, E coli RNAP, Hsp90 block, tolC growth inh, AP ELISA ortho, CatB block
31: Cc1ccc(SCc2cc(=O)[nH]c(N3CCOCC3)n2)cc1
    4, 0.21, 4, -3, 12, -3, -18, 9, -1
32: C=CCn1c(SCn2nnc3ccccc3c2=O)nnc1-c1ccc(Br)cc1
    5, 1.6, -2, 11, 9, -4, 17, -4, 3
33: COc1cc2nc(-c3ccc(Br)o3)oc(=O)c2cc1OC
    -2, 1, -3, 3, -6, 0, 8, 9, 1
34: CC1(C)CC(NC(=O)CCc2ccccc2)CC(C)(C)N1
    6, -0.59, -5, -28, 6, -2, -23, -10, 0
35: COc1ccc(C)cc1NC(=O)CSc1nnnn1Cc1ccccc1
    -7, 0.38, -20, 1, -2, -2, 21, 18, 1
36: COc1cc2c(O)c3c(c(-c4ccc5c(c4)OCO5)c2cc1OC)C(=O)OC3
    -1, 0.64, 21, 17, 3, 11, 13, 22, -7
37: CN(C)S(=O)(=O)Nc1ccc(Br)cc1F
    -6, 1, -4, 3, 7, -3, 3, 11, 4
38: Cn1c(=O)oc2cc(S(=O)(=O)NCCC(=O)Nc3ccc4c(c3)OCCO4)ccc21
    0, ., -6, 6, 8, 5, 12, 6, 3
39: COc1ccc(S(=O)(=O)N(C)C2CCS(=O)(=O)C2)cc1OC (stereo not drawn)
    5, 0.99, 3, -8, 4, -7, -28, 26, -5
40: CC1(C)CC(=O)C(/C=N/n2cnc3ccccc3c2=O)=C(O)C1
    -3, 0.53, 2, 20, 3, 11, ., 8, 0
41: Cc1cccc(OCC(O)Cn2c(NCc3cccnc3)nc3c2c(=O)[nH]c(=O)n3C)c1 (stereo not drawn)
    -8, -0.06, -7, -22, ., 1, -18, 18, 0
42: COCC(C)n1c(C)cc(C(=O)COC(=O)c2ccc3ncsc3c2)c1C (stereo not drawn)
    2, 0.14, -10, 6, 7, -2, 13, -30, 7
43: O=C(CCS(=O)(=O)c1cccc2nsnc12)N1CCN(C(=O)c2ccco2)CC1
    3, -0.035, -2, 3, 5, ., 5, -9, 5
44: Cc1cc2cc3c(cc2nc1SCC(=O)N1CCN(C(=O)c2ccco2)CC1)OCO3
    11, ., 50, 8, 7, -3, 11, 8, 6
45: Cc1ccccc1C(=O)N1CCC(C(=O)Nc2ccc(S(=O)(=O)N3CCCC3)cc2)CC1
    -1, 0.67, -7, 21, 6, -2, 17, -8, 2
46: CS(=O)(=O)N1CCN(c2ccccc2NC(=O)c2ccc(Cl)cc2)CC1
    1, -0.73, -16, 6, 11, -1, -12, 14, 3
47: CC1CCCCN1C(=O)CSc1nnc(-c2ccco2)n1CC1CCCO1 (stereo not drawn)
    2, 0.1, 5, -20, 7, -1, -18, -5, 3
48: Cc1cc(C)nc(SCc2nnc(SCC(=O)Nc3ccccc3C)n2Cc2ccco2)n1
    -2, -0.43, -2, 9, 5, -10, 0, 10, 0
49: CCCC(=O)c1ccc(N2CCN(C(=O)c3ccccc3)CC2)c(F)c1
    4, -0.15, -12, 7, 8, -4, 12, 9, 0
50: CCOC(=O)c1c(C)oc2ccc(O)c(CN(C)C)c12
    8, -1.3, -16, -6, 12, -4, -12, 3, -3
51: COc1cccc(C2C=C(c3cccs3)Nc3ncnn32)c1OC (stereo not drawn)
    36, -0.42, 16, 12, -6, 1, -14, 12, -1

Some entries already given, showing only Cdc25B inh, Hsp90 block and AP ELISA ortho:
cpd | Structure | Cdc25B inh | Hsp90 block | AP ELISA ortho
45 | Cc1ccccc1C(=O)N1CCC(C(=O)Nc2ccc(S(=O)(=O)N3CCCC3)cc2)CC1 | -7 | -2 | -8
46 | CS(=O)(=O)N1CCN(c2ccccc2NC(=O)c2ccc(Cl)cc2)CC1 | -16 | -1 | 14
47 | CC1CCCCN1C(=O)CSc1nnc(-c2ccco2)n1CC1CCCO1 (stereo not drawn) | 5 | -1 | -5
